Cdc42 wt GTP = modulators of GTP binding to wildtype Cdc42, primary screen, biochemical, multiplex bead flow cytometry, Bodipy-GTP; GST-Cdc42 beads; actives lie on both sides; percent activity (GTP binding), % at 10 µM; 190,000 compounds, 0.2% hits;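 active = percent activity GTP binding at least 20 points away from the 100% baseline, either down as inhibitor or up as activator; inconclusive = compound flagged as likely green fluorescent from well-wide comparison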;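 also: median bead fluorescence of bound Bodipy-FL-GTP at 100 nM; 0% = excess unlabeled GTP control and 100% = no compound control; below 100% means less GTP binding so inhibitor and above means activator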
HRas wt GTP bind = modulators of GTP binding to HRas wildtype, primary screen, biochemical, bead-based flow cytometry, multiplex; GTP binding activity, % at 10 µM; GST-Ras wt beads, Bodipy-FL-GTP binding; actives lie on both sides; GTPase HRas (Homo sapiens), P01112; 190,000 compounds, 0.14% hits;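 active = GTP binding activity at least 20% away from the 100% baseline, either lowered as inhibitor or raised as activator; inconclusive = flagged as likely green fluorescent, judged across all proteins in the well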;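 also: 0% = unlabeled GTP competition control and 100% = no-compound control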
Target sequence (P01112 whole entry, looked up): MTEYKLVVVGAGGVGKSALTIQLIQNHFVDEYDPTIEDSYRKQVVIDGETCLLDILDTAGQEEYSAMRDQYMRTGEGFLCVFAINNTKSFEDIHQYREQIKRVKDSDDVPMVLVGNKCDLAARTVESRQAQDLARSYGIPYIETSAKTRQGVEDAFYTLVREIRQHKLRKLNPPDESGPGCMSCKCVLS
Mcl-1 Bim block = inhibitors of Bim peptide binding to Mcl-1, primary screen, biochemical, bead-based flow cytometry, multiplex. Induced myeloid leukemia cell differentiation protein Mcl-1 (Homo sapiens), Q07820. Bim peptide-Mcl-1 binding. inhibition, % at 10 µM. 190,000 compounds, 0.1% hits. AID 1009, 2008; in the data active = inhibition above about 40%;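 also: 0% = no compound tracer wells and 100% = peptide blocker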
Target sequence (Q07820 whole entry, looked up): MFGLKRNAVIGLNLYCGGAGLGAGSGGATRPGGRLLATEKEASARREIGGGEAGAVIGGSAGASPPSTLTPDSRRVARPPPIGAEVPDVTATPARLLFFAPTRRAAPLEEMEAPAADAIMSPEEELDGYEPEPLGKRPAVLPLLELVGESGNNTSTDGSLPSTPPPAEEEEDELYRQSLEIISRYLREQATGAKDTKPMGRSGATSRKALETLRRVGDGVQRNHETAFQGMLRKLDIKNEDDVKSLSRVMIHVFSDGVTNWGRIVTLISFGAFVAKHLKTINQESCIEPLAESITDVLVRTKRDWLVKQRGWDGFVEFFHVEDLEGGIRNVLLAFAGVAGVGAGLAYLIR
Rac1 act GTP bind = GTP binding modulators of activated mutant Rac1, primary screen, biochemical, bead-based flow cytometry, multiplex, fluorescent GTP. Ras-related C3 botulinum toxin substrate 1 (Homo sapiens), P63000. GST-Rac1 activated beads; actives lie on both sides; 100% means binding = to untreated wells. percent activity (GTP binding), % at 10 µM. 190,000 compounds, 0.11% hits;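 active = GTP binding at least 20 percentage points away from the 100% baseline, in either direction, so actives lie on both sides; inconclusive = Compound likely fluorescent itself, or too few beads counted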
Rab7 wt GTP bind = modulators of GTP binding to Rab7, primary screen, biochemical, wildtype, multiplex bead flow cytometry; Rab7 GTPase wild type (dog), Bodipy-FL-GTP binding; GST-Rab7 beads, fluorescent GTP binding; actives lie on both sides; untreated = 100%, excess cold GTP = 0%; GTP binding activity (percent of control), % at 10 µM; 190,000 compounds, 0.055% hits;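 active = fluorescent GTP binding to Rab7 beads changed by at least 20 points from the 100% baseline, either direction, mostly lower; inconclusive = compound itself probably fluorescent, or too few beads counted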;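 also: median green fluorescence of bound Bodipy-FL-GTP per Rab7 bead population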
Pf gametocyte = late stage P. falciparum gametocyte viability inhibitors, primary screen, ATP luminescence, HTS; AID 743093, 2013; inhibition, % at 10.9 µM; 150,000 compounds, 0.065% hits; P. falciparum stage V gametocytes, 24 h;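 active = inhibition above the mean plus 3 SD of compounds within the control limits, set per campaign, cut at about 38% in these data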;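 also: 0% = DMSO wells and 100% = medium only without gametocytes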
RGS8-Gao reg = RGS8-Galphao binding modulators, primary screen, biochemical, multiplexed bead flow cytometry | Guanine nucleotide-binding protein G(o) subunit alpha (Homo sapiens), P09471 | actives lie on both sides | response (percent of control binding), % at 10 µM | 220,000 compounds, 0.34% hits | AID 1423, 2008; in the data active = response below about 60% or above about 140%; inactive = in between;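 also: Galphao activated as the GDP aluminium fluoride complex binding bead-coupled RGS8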
Target sequence (P09471 whole entry, looked up): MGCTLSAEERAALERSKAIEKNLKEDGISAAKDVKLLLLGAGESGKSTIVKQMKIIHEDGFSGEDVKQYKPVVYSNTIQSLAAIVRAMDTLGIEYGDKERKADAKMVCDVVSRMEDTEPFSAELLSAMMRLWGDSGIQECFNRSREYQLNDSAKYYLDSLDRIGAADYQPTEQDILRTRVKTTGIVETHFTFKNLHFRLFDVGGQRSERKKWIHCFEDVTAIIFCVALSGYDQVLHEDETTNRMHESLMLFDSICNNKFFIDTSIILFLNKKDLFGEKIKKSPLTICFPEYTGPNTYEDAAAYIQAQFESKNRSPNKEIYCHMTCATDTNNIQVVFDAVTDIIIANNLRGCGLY
Mcl1 Noxa PPI = Mcl-1/Noxa binding inhibitors, primary screen, biochemical, TR-FRET, 1536-well; inhibition, % at 21.7 µM; 220,000 compounds, 1.5% hits; AID 1022, 2008; TR-FRET Mcl-1/Noxa peptide binding, 2 h;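 active = compounds that cut the protein-peptide binding signal by more than 50% relative to plate controls in a single-dose test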;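 also: His-tagged Mcl-1 with rhodamine Noxa BH3 peptide and terbium anti-His antibody; 0% = Mcl-1 plus Noxa peptide wells and 100% = peptide-only wells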
Mcl1 Bid PPI = Mcl-1/Bid binding inhibitors, primary screen, biochemical, TR-FRET, 1536-well | inhibition, % at 21.7 µM | Induced myeloid leukemia cell differentiation protein Mcl-1 (Homo sapiens), Q07820 | 220,000 compounds, 0.97% hits | AID 1021, 2008 | TR-FRET Mcl-1/Bid-Dy647 peptide binding;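 active = compounds that cut the binding signal by more than half at the single screening dose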;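 also: His-tagged Mcl-1 with europium anti-His antibody binding Bid BH3 peptide; 0% = Mcl-1 plus peptide wells and 100% = peptide-only wells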
Rac1 wt modul = wildtype Rac1 GTP binding modulators, primary screen, biochemical, GST-Rac1 beads, flow cytometry, multiplex; AID 757, 2007; 190,000 compounds, 0.27% hits; fluorescent GTP binding; actives lie on both sides; 0 = cold GTP competed, 100 = untreated; GTP binding activity (% of control), % at 10 µM;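 active = GTP binding activity at least 20 points away from the 100% control level, either lower or higher; inconclusive = compound flagged as likely green fluorescent, judged across all proteins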
Rab2A wt mod = modulators of GTP binding to Rab2A wildtype, primary screen, biochemical, dog, bead-based flow cytometry, multiplex | GST-Rab2 wt beads, Bodipy-GTP binding | GTP binding activity, % at 10 µM | 190,000 compounds, 0.19% hits | AID 760, 2007;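 active = GTP binding activity at least 20 points away from 100%, either lowered or raised; inconclusive = signal likely due to the compound's own green fluorescence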;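 also: 0% = beads with excess unlabeled GTP and 100% = no-compound control corrected for plate trend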
* = called active by the depositor; ? = inconclusive; . = not tested or not shown.

SMILES	Cdc42 wt GTP	HRas wt GTP bind	Mcl-1 Bim block	Rac1 act GTP bind	Rab7 wt GTP bind	Pf gametocyte	RGS8-Gao reg	Mcl1 Noxa PPI	Mcl1 Bid PPI	Rac1 wt modul	Rab2A wt mod
CCOc1cc(CNCCc2ccc(S(N)(=O)=O)cc2)ccc1OCc1ccccc1	103	105	0	102	102	4	106	16	2	101	104
Cc1[nH]c2ccccc2c1C(=O)C(=O)N1CCN(C)CC1	98	98	0	98	99	-16	101	12	-1	97	97
CCOC(=O)N1CCN(C(=O)CN(Cc2ccccc2)S(=O)(=O)c2ccc(OC)c(Cl)c2)CC1	100	99	0	99	97	.	92	9	4	106	99
COc1cccc(-c2c(C#N)c(N)nc3c2c(=O)nc2sccn23)c1	?	?	12	?	?	.	105	7	-3	?	?
COc1cccc(C(=O)N2CCN(Cc3ccccn3)CC2)c1OC	107	108	-1	103	103	15	101	28	68*	104	106
COc1ccc(C(=O)NCc2nnc(SCCOc3ccccc3)n2C)cc1	98	98	1	96	104	.	100	-4	-22	99	99
CC(C)(C)c1cc(-c2nc(N)nc(N)n2)cc(C(C)(C)C)c1	97	101	-4	100	103	-6	98	3	-30	103	103
O=C(CNS(=O)(=O)c1ccc(Br)s1)N1CCC(N2CCCCC2)CC1	103	101	-4	99	104	.	96	-10	-4	103	98
O=c1cc(NCc2ccccc2)c2ccccc2o1	98	98	-2	96	96	-16	99	-2	-11	95	94
COc1ccc(/C(O)=C2/C(=O)C(=O)N(Cc3ccco3)C2c2cccs2)cc1 (stereo not given)	99	95	0	95	94	.	104	15	-15	96	93
O=C(OCCN=C1NS(=O)(=O)c2ccccc21)C1CC(=O)N(c2ccc(Cl)cc2)C1 (stereo not given)	98	99	2	96	98	.	86	-2	2	101	99
Cc1oc(-c2ccccc2F)nc1CS(=O)(=O)CC(=O)NCCCN1CCc2ccccc2C1	103	102	-1	101	101	.	104	7	-18	104	103
Cc1nc2ccc(NC(=O)C(F)(F)F)cc2o1	105	100	-1	97	98	7	90	9	-12	100	98
O=C1c2ccccc2C(=O)N1CCc1nc2ccccc2c(=O)n1CCCn1ccnc1	104	99	-7	98	99	-24	105	13	-24	100	101
COc1ccccc1-c1cc(C(F)(F)F)nc(N2CCCCC2)n1	98	99	-2	96	97	.	101	-21	-25	99	98
O=C1c2cccc3cccc(c23)C(=O)N1Nc1ccccc1	97	96	-1	94	96	10	99	5	-38	97	99
CCOCCN1CCN(c2c(C)c(C)nc3cc(-c4cc(OC)cc(OC)c4)nn23)CC1	106	107	0	101	106	-8	101	22	-47	101	106
COc1ccc(/C=C/C(=O)c2ccc(O)cc2)cc1COc1ccc(F)cc1	103	102	-2	96	104	-7	98	11	-11	107	100
CC1=C(C(=O)OC(C)C)[C@@H](c2ccc(C)o2)NC(=O)N1	98	99	0	98	96	3	97	1	-15	103	100
O=C1CC(NC23CC4CC(CC(C4)C2)C3)C(=O)N1c1ccc2c(c1)OCO2 (stereo not given)	100	101	0	98	101	.	104	11	-10	101	100
N=c1ccccn1CC(O)COc1ccccc1 (stereo not given)	104	99	0	101	101	7	98	-7	-3	102	102
CCCCNc1nc(CC)c2c(c1C#N)CCCC2	105	100	0	96	100	.	99	1	-7	104	100
O=C(NCCc1c[nH]c2ccccc12)OCCSS(=O)(=O)O	85	93	1	90	89	23	103	9	-29	91	93
COc1ccc(/C=C2/N=C3CCCCCN3C2=O)cc1	99	101	0	97	103	8	104	-3	-19	101	104
CN(CCCNC(=O)C1CCC(=O)N1Cc1ccccc1Cl)c1ccccc1 (stereo not given)	100	99	1	94	98	.	103	26	-98	97	96
COc1ccccc1NC(=O)COC(=O)/C=C/c1ccccc1[N+](=O)[O-]	99	100	-23	98	103	.	105	4	11	106	97
Cc1ccc(S(=O)(=O)N2CCN(C(=O)c3cccs3)CC2)c(C)c1	89	94	-2	94	94	0	102	-3	-15	98	90
CCCCOC(=O)CSC(=S)N(C)Cc1cccs1	102	103	-7	101	100	10	99	6	-12	100	104
Cc1c(O)ccc(/C(Cc2ccc3ccccc3n2)=N\O)c1O	102	103	-1	101	97	5	106	11	-16	100	103
COc1cc(NC(=O)CCCl)cc(-n2cnnn2)c1	95	94	0	93	99	6	104	1	-19	91	98
O=C(CC1Nc2ccccc2NC1=O)Nc1ccc2c(c1)OCO2 (stereo not given)	97	94	0	96	91	.	99	25	-34	97	94
Cc1cc(NC(=O)CN2C(=O)NC(C)(c3ccc(Cl)cc3)C2=O)no1 (stereo not given)	98	99	2	96	101	29	94	10	-10	103	99
O=C(CSc1nc(Cc2ccccc2)nc2ccccc12)Nc1ccc2c(c1)OCCO2	100	101	-2	102	97	.	101	0	58*	104	102
CCn1nnc(NC(=O)c2ccc(-c3ccc(Cl)cc3)o2)n1	103	102	-2	99	105	9	99	-10	-3	102	103
CC(C)Oc1ccc(/C=N/NC(=O)C(CSCc2ccccc2)NC(=O)c2ccc([N+](=O)[O-])cc2)cc1 (stereo not given)	93	96	-6	93	95	.	105	-5	-3	99	92
CCOC(=O)N1CCN(C(=O)C2CCN(Cc3ccc(O)c(OCC)c3)CC2)CC1	94	95	0	93	99	4	98	21	3	97	96
COc1ccc2c(=O)cc(-c3ccccc3)n(C)c2c1	104	99	-2	101	93	.	102	2	3	105	100
COc1ccc(/C=N/NC(=O)c2cccc([N+](=O)[O-])c2)cc1OS(=O)(=O)c1ccccc1	102	99	-4	98	105	12	101	12	-19	107	102
Cc1c(C#N)c2ccccc2n1CC(=O)N1CCCc2ccccc21	100	99	2	99	100	1	100	5	-9	103	98
O=C1c2ccccc2C(=O)N1CC1c2ccccc2CCN1C(=O)C1CCCCC1 (stereo not given)	98	99	1	96	104	.	103	-10	-26	113	97
Cn1nnnc1SCC(=O)Nc1cc(C(C)(C)C)nn1-c1ccccc1	?	?	-2	?	?	.	98	6	-6	?	?
Cc1cc(OC(=O)c2ccc(S(=O)(=O)N(C)C)cc2)cc(=O)o1	100	101	-2	96	100	-4	98	4	-54	105	98
N#Cc1c(NC(=O)CSc2ncnc3c2cnn3-c2ccccc2Cl)sc2c1CCCC2	99	99	-2	94	103	.	101	8	-4	100	99
O=C(Nc1nc2ccc(Cl)cc2s1)C1CCCO1 (stereo not given)	97	96	0	96	96	.	103	12	8	97	95
CCCCN(C(=N)N1CCCCC1)c1nc(C)c([N+](=O)[O-])c(=O)[nH]1	103	101	-5	101	100	-5	95	1	-1	102	101
c1ccc(-c2nn3c(Cn4nnc5ccccc54)nnc3s2)cc1	96	94	4	94	99	23	103	7	10	95	97
O=c1c2ccccc2nnn1COc1ccc(F)cc1Cl	?	?	3	?	?	11	92	15	-14	?	?
O=C(NC1CCCC1)c1ncn[nH]1	98	99	-6	98	97	2	101	-8	-14	103	99
CCOC(=O)c1cccc(NC(=O)COc2ccc([N+](=O)[O-])cc2)c1	98	96	0	98	92	.	118	13	4	97	98
CCCCn1c(SCC(=O)Nc2nnc(C(C)C)s2)nc2c1c(=O)n(C)c(=O)n2C	96	98	2	93	97	.	98	4	-20	96	99
Cc1c(C(C)C)c(=O)n(-c2ccc(S(=O)(=O)NC(C)C)cc2)n1C	99	96	1	100	95	.	121	2	6	99	95
COc1ccc(S(=O)(=O)Nc2ccc(NC(C)=O)cc2)cc1Cl	91	96	-3	94	97	-3	108	10	-10	96	95
COc1ccc(-c2noc(C(=O)NCc3ccc(F)cc3)n2)cc1OC	100	92	-3	96	91	4	106	-7	-12	96	96
COc1ccc(C(=O)NCC(=O)OCC(=O)N2CCCc3ccccc32)cc1	101	102	-5	100	99	-4	99	2	-9	103	101
Cc1cc(NS(=O)(=O)c2ccc(NC(=S)NC(=O)c3cccc(S(=O)(=O)N(C)C)c3)cc2)no1	91	95	1	92	101	.	97	29	-21	95	94
O=C(COC(=O)Cc1ccsc1)NC(c1ccccc1)c1ccccc1	100	95	-3	98	95	.	104	6	8	100	95
Cc1ccc[n+](C(C)C(=O)Nc2ccc([N+](=O)[O-])cc2C)c1 (stereo not given)	102	101	0	98	106	22	99	5	-31	97	101
C=CCN(c1ccccc1Cl)S(=O)(=O)c1cccc(C(=O)OCC(=O)N(C)C2CCS(=O)(=O)C2)c1 (stereo not given)	99	97	-2	96	96	-16	101	2	3	101	93
CCCN(CCC)CCCNC(=O)CCNS(=O)(=O)c1ccc(Br)cc1	101	98	-2	101	98	-1	112	12	-2	106	98
Cc1cc(O)c(C(C[N+](=O)[O-])c2ccc(Cl)cc2)c(=O)o1 (stereo not given)	98	98	0	95	97	25	103	26	-10	98	94
Next section:
SMILES	Cdc42 wt GTP	HRas wt GTP bind	Mcl-1 Bim block	Rac1 act GTP bind	Rab7 wt GTP bind	Pf gametocyte	RGS8-Gao reg	Mcl1 Noxa PPI	Mcl1 Bid PPI	Rac1 wt modul	Rab2A wt mod
COc1cc([N+](=O)[O-])ccc1NC(=O)Cc1ccc(C)cc1	97	98	0	97	106	-18	101	-4	-16	100	98
CCC1=NN(C(=O)COc2ccccc2)C(O)(c2ccc(Br)cc2)C1 (stereo not given)	95	99	3	92	100	.	105	9	-21	101	96
CN(Cc1ccccc1)C(=S)NC(=O)c1ccccc1	100	98	-5	99	93	.	92	5	-22	99	97
Cn1c(=NC(=O)c2ccco2)sc2cccc(F)c21	103	101	-1	101	100	.	103	5	-4	108	103

For reference, two of the compounds above:
SMILES	Cdc42 wt GTP	HRas wt GTP bind	Mcl-1 Bim block	Rac1 act GTP bind	Rab7 wt GTP bind	Pf gametocyte	RGS8-Gao reg	Mcl1 Noxa PPI	Mcl1 Bid PPI	Rac1 wt modul	Rab2A wt mod
CN(Cc1ccccc1)C(=S)NC(=O)c1ccccc1	100	98	-5	99	93	.	92	5	-22	99	97
Cn1c(=NC(=O)c2ccco2)sc2cccc(F)c21	103	101	-1	101	100	.	103	5	-4	108	103

Screening data deposited in PubChem BioAssay by several laboratories.
